Source: PubChem BioAssay
MLLE-PAM2 inh: blocks PAM2 peptide binding to the PABP1 MLLE domain; AID 588489; inhibition, % at 20 µM; GST-MLLE / FITC-PAM2 fluorescence polarization; 360,000 tested, 0.36% active; in the data active means inhibition above about 35%, passing the limit was not always enough;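 further: plate controls were DMSO wells with GST-MLLE for no effect and wells lacking GST-MLLE protein for full effect; some results filed as inactive read as strong as hits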
TbMetRS inhib: blocks T. brucei methionyl-tRNA synthetase activity | purified T. brucei MetRS, ATP depletion, Kinase-Glo luminescence | inhibition, % at 11.9 µM | 360,000 tested, 0.4% active;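 active means inhibition above a per-plate cutoff of the control wells' mean inhibition plus 3 SD, cut at about 5.5% in these data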;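 further: 0% = DMSO wells median and 100% = median of wells with control inhibitor compound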
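Dosing: 11.9 µM compound single dose, 0.9% DMSO; Assay system: purified T. brucei MetRS enzyme; Measured by: Kinase-Glo luciferase luminescence reporting remaining unconsumed ATP; Schedule: 15 min plus 2 h at 25 °C.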
CSN deneddyl inh: CSN deneddylation inhibition; Q92905; Purified CSN, SCF-Nedd8-OG deneddylation, fluorescence polarization; inhibition, % at 12.5 µM; 360,000 tested, 0.38% active; AID 651999;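 active means pattern-corrected inhibition above about 35%, with an unprinted fluorescence ratio check between 0.5 and 1.5, limit read from the data, passing the limit was not always enough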;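 further: 0% = enzyme with substrate and 100% = substrate without enzyme; some results filed as inactive read as strong as hits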
Target sequence (Q92905 whole entry, looked up, one chain of several): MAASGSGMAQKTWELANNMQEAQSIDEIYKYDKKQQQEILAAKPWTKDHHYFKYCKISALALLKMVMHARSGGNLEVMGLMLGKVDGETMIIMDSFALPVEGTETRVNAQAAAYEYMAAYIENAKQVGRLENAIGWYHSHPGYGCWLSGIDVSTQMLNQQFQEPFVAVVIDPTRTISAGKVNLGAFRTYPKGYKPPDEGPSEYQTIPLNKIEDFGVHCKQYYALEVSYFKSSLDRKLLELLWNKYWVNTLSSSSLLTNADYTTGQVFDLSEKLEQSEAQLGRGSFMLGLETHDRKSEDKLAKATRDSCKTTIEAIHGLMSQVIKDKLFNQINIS
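Schedule: reaction 90 min, room temperature / Assay system: HEK293T-derived human Csn5 enzyme / Input: Csn5 at 0.24 nM final / Measure: inhibition of Csn5 cleavage, % / Control set: substrate-only high control, full reaction low control / Technique: fluorescence polarization of the substrate / Buffer or medium: Tris/NaCl/DTT buffer, pH 7.5 / Reagent: SCFSkp2-Nedd8OG substrate at 10 nM final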
MsrA inh: inhibitors of bovine MsrA; 360,000 tested, 0.75% active; inhibition, % at 15.5 µM; purified bovine MsrA, absorbance read-out; in the data active means inhibition above about 4.5%;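 further: 0% = vehicle wells with enzyme and 100% = reference inhibitor wells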
E coli Lon inh: inhibitors of E. coli Lon protease; AID 602123; inhibition, % at 7.94 µM; P0A9M0; 360,000 tested, 0.42% active; purified E. coli Lon protease, fluorescence polarization; in the data active means inhibition above about 13%, passing the limit was not always enough;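 further: 0% = enzyme with probe and DMSO and 100% = no enzyme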
Target sequence (P0A9M0 whole entry, looked up): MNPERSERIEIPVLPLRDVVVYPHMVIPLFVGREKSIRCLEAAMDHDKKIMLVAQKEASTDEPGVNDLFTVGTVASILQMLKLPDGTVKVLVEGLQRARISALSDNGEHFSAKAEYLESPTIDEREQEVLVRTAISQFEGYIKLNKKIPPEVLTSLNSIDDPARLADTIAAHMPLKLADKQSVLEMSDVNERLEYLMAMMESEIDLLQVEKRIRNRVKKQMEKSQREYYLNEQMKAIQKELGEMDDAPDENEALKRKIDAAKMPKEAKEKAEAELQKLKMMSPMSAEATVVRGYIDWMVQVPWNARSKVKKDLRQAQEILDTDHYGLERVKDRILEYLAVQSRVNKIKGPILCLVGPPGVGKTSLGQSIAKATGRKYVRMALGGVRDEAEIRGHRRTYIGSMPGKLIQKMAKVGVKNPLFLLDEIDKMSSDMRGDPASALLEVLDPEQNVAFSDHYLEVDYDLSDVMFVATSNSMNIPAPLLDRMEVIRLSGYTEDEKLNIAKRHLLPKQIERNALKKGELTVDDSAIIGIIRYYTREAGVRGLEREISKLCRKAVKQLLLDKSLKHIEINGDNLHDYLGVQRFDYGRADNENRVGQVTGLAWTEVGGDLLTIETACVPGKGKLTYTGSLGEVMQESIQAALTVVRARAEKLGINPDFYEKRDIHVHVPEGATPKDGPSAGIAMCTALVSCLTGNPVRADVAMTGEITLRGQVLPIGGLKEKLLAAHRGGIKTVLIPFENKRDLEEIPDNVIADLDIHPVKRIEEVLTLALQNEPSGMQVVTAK
FAS TE block: FAS thioesterase (human) inhibition. P49327. recombinant FAS-TE, OMFH fluorogenic substrate, fluorescence endpoint. inhibition, % at 15 µM. 360,000 tested, 0.67% active;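 active means compounds whose normalised, plate-corrected inhibition of enzyme fluorescence in the single-dose primary screen is 50% or more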;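 further: 0% = DMSO with enzyme and 100% = substrate without enzyme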
MsrA act: bovine methionine sulfoxide reductase A activation; purified bovine MsrA, absorbance read-out; activation, % at 10.6 µM; 360,000 tested, 0.3% active; AID 602163; in the data active means activation above about 7.5%;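 further: 0% = vehicle and 100% = reference activator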
Rin1 Abl inh: blocks binding of human Rin1 to Abl; TR-FRET Rin1/Abl binding, biochemical; 360,000 tested, 0.4% active; AID 588664; inhibition, % at 7.35 µM; P00519+Q13671; in the data active means inhibition above about 5%, passing the limit was not always enough
Neddylation inh: blocks human cullin neddylation; P61081+Q13564; TR-FRET cullin neddylation, biochemical; calls only at 25 µM; 360,000 tested, 0.58% active; in the data active means inhibition above about 36%
* hit, by the source's call; i = inactive; nt = no result given; & = joins results of further samples.

SMILES | MLLE-PAM2 inh | TbMetRS inhib | CSN deneddyl inh | MsrA inh | E coli Lon inh | FAS TE block | MsrA act | Rin1 Abl inh | Neddylation inh
CCOC(=O)C1ON2CCCCC2C1(O)C(F)(F)F (centres undefined) | 7.3 | -1.2 | -12.1 | 0.2 | -3.3 | -1.8 | -8.3 | 0.6 | i
CNc1c(NC(=O)COc2ccc(Cl)cc2)c(=O)oc2ccccc12 | 14.4 | -0.3 | 0.0 | 0.5 | 0.2 | -0.6 | -0.8 | 3.3 | i
COCCNCCCCSc1ccc(Cl)cc1 | -6.1 | -0.6 | -0.8 | 0.3 | -10.3 | -20.3 | -7.4 | 2.9 | i
Cc1c(C(=O)NCc2ccccn2)oc2ccccc12 | 5.4 | -0.5 | -6.3 | -1.0 | 9.2 | -3.2 | -0.2 | -1.1 | i
CCOc1ncccc1C(=O)OCC(=O)Nc1cccc(S(N)(=O)=O)c1 | -25.7 | 0.5 | 0.2 | 2.2 | 0.3 | -3.5 | -2.9 | -0.3 | i
COc1ccc(-c2ccc(C(=O)NCC3CCOCC3)c3occc23)c(C)c1 | -1.2 | 0.4 | -1.5 | -0.5 | -1.6 | -2.0 | 0.4 | -2.3 | nt
Cc1ncc(S(=O)(=O)c2ccccc2)c(-c2ccc(Cl)cc2Cl)n1 | 2.8 | -0.6 | -1.9 | -0.7 | -1.3 | 5.9 | -0.4 | 4.7 | i
CNC(=S)NNC(=O)c1cc(-c2cccnc2)nc2ccccc12 | -8.2 | -0.9 | -1.9 | -0.1 | 0.3 | 1.0 | -1.9 | 0.2 | i
COc1ccc(Br)cc1CN1CCC(N2CCCC2)CC1 | 10.7 | 0.4 | 4.5 | 1.0 | -8.2 | -3.9 | -1.7 | -0.3 | i
Cc1cc(OCC(=O)NCCN2CCOCC2)cc(C)c1Cl | 10.2 | -1.0 | 2.3 | -1.2 | 4.0 | -1.7 | -6.3 | 4.2 | i
O=C(NC1CCS(=O)(=O)C1)C1CCCCN1S(=O)(=O)c1ccc(Cl)cc1 (centres undefined) | 23.9 | -0.6 | 0.4 | -0.3 | -2.9 | -6.0 | -3.2 | -0.7 | i
COc1ccc(OC)c(C=NN=Cc2cc(OC)ccc2OC)c1 | -6.4 | -0.4 | -1.8 | 0.5 | -1.3 | 3.8 | -9.6 | 0.9 | i
Cc1nn(Cc2ccccc2Cl)c(Cl)c1/C=C/C(=O)OCC(=O)NC1CCS(=O)(=O)C1 (centres undefined) | -10.4 | 0.0 | -1.2 | 0.2 | 1.1 | 10.2 | 0.3 | -5.0 | i
CC(C)(C)NC(=O)C1(C)CCC(=O)N1C1CC1 (centres undefined) | -2.7 | -0.6 | -2.8 | -0.2 | -12.1 | -10.4 | -3.4 | 2.8 | i
CC(NC(=O)c1cc(COc2cccc(C(F)(F)F)c2)on1)c1nccs1 (centres undefined) | -3.7 | -0.2 | -4.8 | 0.1 | -6.8 | 14.0 | -3.9 | 1.5 | i
Cc1ccc(Nc2nc(-c3ccc(S(=O)(=O)N4CCOCC4)cc3)cs2)cc1Cl | -33.3 | -1.5 | 0.2 | 0.9 | -10.4 | 29.5 | -7.9 | -0.5 | i
Cc1cccc(OCc2nnc(SCc3nc4cc(C(F)(F)F)ccc4c(=O)[nH]3)o2)c1 | -89.8 | 0.2 | 12.2 | 0.2 | -11.1 | 4.8 | 1.1 | 4.2 | i
CCOc1ccc(C2C(C#N)=C(N)Oc3cc(C)n(CCN4CCOCC4)c(=O)c32)cc1OCC (centres undefined) | -5.3 | -0.7 | -1.7 | -0.3 | -5.5 | -1.8 | -6.9 | 4.0 | i
O=C(CCCN1C(=O)c2cccc3cccc(c23)C1=O)NCc1cccs1 | 0.5 | 0.1 | 1.9 | 0.9 | -8.0 | -0.3 | -2.3 | 1.7 | i
Cn1nnnc1SCc1nc2scc(-c3ccc(Cl)cc3)c2c(=O)[nH]1 | -90.2 | -0.1 | 12.2 | -0.7 | -14.3 | -6.1 | -5.0 | 0.7 | i

Quoted from the listing (2 entries):
SMILES | MLLE-PAM2 inh | TbMetRS inhib | CSN deneddyl inh | MsrA inh | E coli Lon inh | FAS TE block | MsrA act | Rin1 Abl inh | Neddylation inh
CC(C)(C)NC(=O)C1(C)CCC(=O)N1C1CC1 (centres undefined) | -2.7 | -0.6 | -2.8 | -0.2 | -12.1 | -10.4 | -3.4 | 2.8 | i
CC(NC(=O)c1cc(COc2cccc(C(F)(F)F)c2)on1)c1nccs1 (centres undefined) | -3.7 | -0.2 | -4.8 | 0.1 | -6.8 | 14.0 | -3.9 | 1.5 | i

More results
SMILES | MLLE-PAM2 inh | TbMetRS inhib | CSN deneddyl inh | MsrA inh | E coli Lon inh | FAS TE block | MsrA act | Rin1 Abl inh | Neddylation inh
C[C@]12CC[C@@H]3c4ccc(OS(=O)(=O)O)cc4CC[C@H]3[C@@H]1CCC2=O | 3.2&-2.2 | 0.0&-0.4 | -7.0&-2.7 | -1.5&-1.1 | 22.5&4.6 | 0.6&1.8 | -0.6&-2.2 | 2.1&-0.6 | i
COc1ccc(CC(=O)Oc2ccc(F)c(F)c2)cc1S(=O)(=O)N1CCOCC1 | -3.8 | -0.4 | -3.8 | -1.3 | -18.7 | 6.3 | -2.1 | -1.8 | i
COc1ccc(CC(=O)NNC(=O)c2cccs2)cc1 | 6.5 | -0.7 | -5.5 | 0.2 | 2.5 | -10.3 | -2.7 | 3.5 | i
C/C(=N\NC(=O)CSc1nc2ccccc2[nH]1)c1ccncc1 | 10.2 | 1.5 | 3.0 | 1.0 | 1.5 | -4.6 | -2.9 | 2.1 | i
O=C(Nc1cc(Cl)ccc1Cl)C1Cc2ccccc2O/C1=N\O (centres undefined) | 7.0 | -0.4 | -6.7 | -1.7 | -10.2 | -6.3 | -2.3 | -1.2 | i
CC1(C)Cc2nc3scc(NC(=O)c4ccccc4)c3cc2CO1 | 6.2 | -0.4 | 1.9 | -0.1 | 0.1 | -2.3 | -9.1 | 0.2 | i
COc1ccc(C(=O)OC2C(OC)OCC(O)C2O)cc1 (centres undefined) | 9.0 | -0.2 | -2.9 | -1.0 | -5.0 | -5.3 | -2.5 | 0.2 | i
O=C1C2CCCN2C(=O)N1CCCCN1CCN(c2ccccc2)CC1 (centres undefined) | 0.0 | -0.3 | -3.3 | -0.4 | -7.0 | -15.6 | -4.1 | 2.0 | i
CCCCOCCCNC(=O)C[C@@H]1C[C@@]2(C(=O)OCC)CCC=C2N(Cc2ccc3c(c2)OCO3)C1=O | nt | 0.1 | -0.9 | -0.7 | -6.5 | 3.1 | 0.3 | nt | i
COc1ccc(C(=O)N2CCCC2(C#N)c2ccccc2)cc1[N+](=O)[O-] (centres undefined) | -0.7 | -0.7 | -0.5 | -1.1 | -1.0 | -4.1 | -3.3 | 1.1 | i
CCN(C1CCCCC1)S(=O)(=O)CCNC(=O)c1ccccc1 | 6.4 | -0.2 | -10.3 | -0.4 | 12.7 | -1.7 | -2.1 | -3.3 | i
Cc1cccc(-c2nc3ccccc3c3nncn23)c1 | 2.6 | -0.6 | 0.5 | -1.8 | -0.2 | -178.6 | -1.5 | -1.2 | i
Nc1nc2c(ncn2[C@H]2C[C@H](O)[C@@H](CO)O2)c(=O)[nH]1 | -9.0 | -1.1 | -2.0 | 0.0 | -3.1 | -5.6 | -6.3 | 1.3 | i
CCOC(=O)C1=C(COC(=O)/C=C/c2ccc(OC)cc2OC)NC(=O)NC1C (centres undefined) | -6.8 | -0.4 | -3.5 | 2.1 | 3.2 | -0.8 | -0.9 | 0.6 | i
CN1CCC(Oc2ccccc2Sc2ccccc2)CC1 | -5.2 | -1.2 | -0.6 | 0.5 | 13.8 | -6.3 | -8.6 | 0.0 | i
O=C(CSc1nc(-c2ccco2)cc(C(F)(F)F)n1)N1CCN(c2cccc(Cl)c2)CC1 | 8.6 | -0.8 | -2.2 | 0.8 | 1.2 | 28.9 | -1.1 | 0.2 | i
O=C(O)COc1ccccc1C1C2C(=O)N(c3ccccc3)C(=O)C2ON1c1ccccc1 (centres undefined) | 3.7 | -0.9 | -2.3 | 0.9 | -2.1 | -4.1 | -4.8 | 2.9 | i
O=S(=O)(NCc1ccccc1F)c1cccc(S(=O)(=O)N2CCOCC2)c1 | 13.4 | 0.7 | 1.9 | 3.1 | -1.2 | -4.2 | -2.6 | -0.6 | i
O=C(CSc1nc(C(F)(F)F)cc(=O)[nH]1)NCc1ccc2c(c1)OCO2 | 4.0 | -0.2 | 0.7 | -0.4 | -11.9 | -4.4 | -5.0 | 4.6 | i
CC(C)n1[nH]c2ccccc2c1=O | -2.0 | 0.2 | -2.5 | 0.5 | -8.8 | -10.3 | -2.4 | 0.1 | i
CCOc1ccc(CN(C(=O)c2ccco2)C2CCS(=O)(=O)C2)cc1 (centres undefined) | 2.4 | -0.9 | -4.2 | 0.0 | 1.7 | -4.1 | -5.5 | 0.5 | i
CCOc1ccc(-n2c(=O)[nH]cc(C(=O)Nc3ccc(OC)c(OC)c3)c2=O)cc1 | 8.9 | -1.2 | -9.2 | 0.9 | 2.5 | -2.5 | -10.1 | 2.3 | i
COc1ccc2c(CC(=O)OCC(=O)Nc3ccc4c(c3)OCO4)coc2c1 | 3.6 | 10.0* | 4.8 | -0.2 | -4.0 | 4.8 | -2.0 | 3.1 | i
CC(=O)C[C@@H]1OC[C@H](CO)N1S(=O)(=O)c1ccc(C)cc1 | nt | -1.0 | 0.4 | 0.0 | nt | nt | nt | nt | i
O=[N+]([O-])c1ccc(NCCNS(=O)(=O)c2ccccc2)cc1 | 2.0 | -0.4 | -2.0 | 0.0 | -3.8 | -1.1 | -4.0 | -3.7 | i
O=C(NCc1ccccc1)c1onc(CSc2ccncc2)c1C(=O)NCc1ccccc1 | -8.4 | 0.0 | -1.6 | 1.1 | -5.1 | -4.8 | -3.2 | -2.4 | i
COc1ccc(OCC(=O)Nc2ccc(OC)c(S(=O)(=O)N3CCCCC3)c2)cc1 | 7.0 | -0.4 | -0.2 | 0.5 | -3.5 | 8.5 | -2.2 | -2.8 | i
COc1ccc(/C=C(\C#N)C(=O)OC2CCOC2=O)cc1 (centres undefined) | -5.5 | -0.1 | -1.7 | 3.0 | -1.0 | -1.9 | -2.1 | 1.7 | i
COc1ccc(CCN2CC(C(=O)NCCc3cnn(C)c3)CCC2=O)cc1 (centres undefined) | 1.8 | -0.7 | -0.3 | 0.1 | 0.1 | -6.0 | -6.0 | -0.1 | i
COc1ccc(S(=O)(=O)N2CCN(CC(=O)c3c(N)n(C)c(=O)n(C)c3=O)CC2)cc1OC | 1.8 | 0.0 | -1.8 | 0.6 | -8.1 | -3.8 | -3.6 | -5.9 | i
Cc1cc(OC(C)C(=O)NCC2CCC(C(=O)O)CC2)c2c(C)c(C)c(=O)oc2c1 (centres undefined) | 0.9 | 1.1 | 0.2 | -0.1 | -5.2 | -6.0 | -2.1 | 0.1 | nt
CC(C)(C)c1cc(C(=O)NNC(=O)c2ccc(C(F)(F)F)cc2)no1 | -10.7 | 0.0 | 0.3 | -0.9 | -0.1 | -2.6 | -1.3 | 0.1 | i
Cc1ccc(S(=O)(=O)N(C)C)cc1NC(=O)COC(=O)c1ccc(Cl)cc1 | 2.9 | -0.2 | 2.1 | 0.8 | 4.9 | 9.8 | -3.5 | 1.1 | i

Retrieved one by one from above, 2 records:
SMILES | MLLE-PAM2 inh | TbMetRS inhib | CSN deneddyl inh | MsrA inh | E coli Lon inh | FAS TE block | MsrA act | Rin1 Abl inh | Neddylation inh
CC(C)(C)c1cc(C(=O)NNC(=O)c2ccc(C(F)(F)F)cc2)no1 | -10.7 | 0.0 | 0.3 | -0.9 | -0.1 | -2.6 | -1.3 | 0.1 | i
Cc1ccc(Nc2nc(-c3ccc(S(=O)(=O)N4CCOCC4)cc3)cs2)cc1Cl | -33.3 | -1.5 | 0.2 | 0.9 | -10.4 | 29.5 | -7.9 | -0.5 | i
